# Source: PubChem BioAssay
# Fam108B inh – blocks mouse Fam108B hydrolase in RBBP9 counter-screen; recombinant Fam108B, FP-Rh probe fluorescence polarization; AID 1947; 300,000 compounds, 0.33% hits; inhibition, % at 9.51 µM;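 active = inhibition above the screen mean inhibition plus 3 SD, computed separately per campaign, cut at about 18% in these data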;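 note: inhibitors lower polarization as less probe binds the enzyme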
# VLA-4 inh – inhibition in a human VLA-4 binding assay; inhibition, % (about 7 µM as worked out from the volumes in the protocol); VLA-4 expressing cells, ligand binding flow cytometry; P13612; 330,000 compounds, 0.2% hits; in the data active = inhibition above about 50%
# MEX-5 binding – C. elegans MEX-5 TCR-2 RNA binding activity. Q9XUB2. MEX-5/FITC-TCR2 RNA binding, fluorescence polarization; hits give low values. activity score (negative = inhibition of binding), % at 10 µM. 300,000 compounds, 0.38% hits. AID 1832;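 active = inhibition past about -25% in most replicates, and total fluorescence under double the plate's negative control median, limit read from the data; inconclusive = replicates evenly split on the limit, or fluorescence at least double controls; inactive = too little inhibition in most replicates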;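 note: 0% = DMSO and -100% = 5 µM competing unlabeled TCR2 RNA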
# GRK2 inh – inhibitors of human GRK2 displacing RNA aptamer; bead flow cytometry, FAM-aptamer displacement from GRK2; inhibition of aptamer binding, % at 10 µM; 330,000 compounds, 0.59% hits; AID 488847;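 active = inhibition of aptamer binding above 40%, roughly 3 SD of noise, on plates passing a quality check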;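 note: median bead fluorescence of bound FAM aptamer so fluorescent compounds give negative values; no value below 0 was filed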
# AGP1-GFP MLPCN – alters AGP1-GFP fluorescence in TOR pathway yeast screen; S. cerevisiae AGP1-GFP multiplex flow cytometry, 3 h; GFP as percent of DMSO wells; GFP response vs DMSO, % at 10 µM; 320,000 compounds, 0.02% hits; AID 2066;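 active = GFP response relative to DMSO above a set limit, near screen average plus 3 SD, cut at about 150% in these data; inconclusive = fewer than 70 cells counted for the yeast strain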;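 note: median GFP channel fluorescence of the gated AGP1 strain per well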
# MCL1-BIM inh – disrupts human MCL1 binding to BIM-BH3 peptide; GST-MCL1 / FITC-Bim-BH3 fluorescence polarization; AID 2057; 320,000 compounds, 0.68% hits; Q07820; inhibition, % at 10.9 µM;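 active = inhibition above the mean inhibition of all tested compounds plus 3 SD, set per campaign, cut at about 40% in these data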;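 note: 0% = DMSO wells and 100% = unlabeled Bim-BH3 peptide control; higher means more loss of mP so more displacement of Bim peptide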
# Target sequence (Q07820 whole entry, looked up): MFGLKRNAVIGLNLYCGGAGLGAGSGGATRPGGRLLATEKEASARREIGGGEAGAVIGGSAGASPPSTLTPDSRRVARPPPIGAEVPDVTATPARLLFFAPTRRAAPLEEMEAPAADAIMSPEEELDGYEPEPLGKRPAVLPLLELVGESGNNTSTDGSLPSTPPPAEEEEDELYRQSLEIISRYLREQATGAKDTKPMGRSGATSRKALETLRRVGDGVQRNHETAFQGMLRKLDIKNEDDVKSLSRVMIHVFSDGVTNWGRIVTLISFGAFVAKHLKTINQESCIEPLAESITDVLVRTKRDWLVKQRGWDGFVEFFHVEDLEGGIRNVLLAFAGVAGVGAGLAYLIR
# Bcl-xL primary – Bcl-xL (human) inhibition; Q07817; GST-Bcl-xL / FITC-Bim BH3 peptide fluorescence polarization; inhibition, % at 10.9 µM; 320,000 compounds, 0.7% hits; AID 2129;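 active = inhibition above the mean of all tested compounds plus 3 SD, cutoff set per campaign, cut at about 30% in these data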;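 note: 0% = DMSO wells and 100% = unlabeled Bim-BH3 peptide competitor; inhibitors lower millipolarization by displacing the labeled peptide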
# Target sequence (Q07817 whole entry, looked up): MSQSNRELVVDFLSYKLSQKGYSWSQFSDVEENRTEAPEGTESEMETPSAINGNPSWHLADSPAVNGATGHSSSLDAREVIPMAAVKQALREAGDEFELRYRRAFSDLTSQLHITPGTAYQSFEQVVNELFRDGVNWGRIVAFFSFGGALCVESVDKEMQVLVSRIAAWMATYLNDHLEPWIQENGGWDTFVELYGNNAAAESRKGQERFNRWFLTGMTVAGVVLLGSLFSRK
# CIT2 TOR yeast – modulators of TOR pathway CIT2-GFP in S. cerevisiae | S. cerevisiae CIT2-GFP strain, flow cytometry, 3 h; 100 means same as DMSO wells | GFP response vs DMSO, % at 10 µM | 320,000 compounds, 0.065% hits | AID 2029;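 active = GFP response relative to DMSO above a set limit, near the screen mean plus 3 SD, cut at about 150% in these data; inconclusive = Fewer than 70 cells measured for a yeast strain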;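 note: ratio of well median GFP fluorescence to mean of DMSO wells on the plate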
# GLD-1 TGE inh – GLD-1-TGE RNA interaction inhibition (C. elegans). Q17339. purified GLD-1 + fluorescein TGE RNA, fluorescence polarization. inhibition, % at 5.96 µM. 320,000 compounds, 0.44% hits. AID 2280;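 active = percent inhibition above a per-plate cutoff, the plate mean of test compounds plus 3 SD, cut at about 30% in these data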;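 note: 0% = DMSO wells with GLD-1 and probe and 100% = wells lacking GLD-1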
# Target sequence (Q17339 whole entry, looked up): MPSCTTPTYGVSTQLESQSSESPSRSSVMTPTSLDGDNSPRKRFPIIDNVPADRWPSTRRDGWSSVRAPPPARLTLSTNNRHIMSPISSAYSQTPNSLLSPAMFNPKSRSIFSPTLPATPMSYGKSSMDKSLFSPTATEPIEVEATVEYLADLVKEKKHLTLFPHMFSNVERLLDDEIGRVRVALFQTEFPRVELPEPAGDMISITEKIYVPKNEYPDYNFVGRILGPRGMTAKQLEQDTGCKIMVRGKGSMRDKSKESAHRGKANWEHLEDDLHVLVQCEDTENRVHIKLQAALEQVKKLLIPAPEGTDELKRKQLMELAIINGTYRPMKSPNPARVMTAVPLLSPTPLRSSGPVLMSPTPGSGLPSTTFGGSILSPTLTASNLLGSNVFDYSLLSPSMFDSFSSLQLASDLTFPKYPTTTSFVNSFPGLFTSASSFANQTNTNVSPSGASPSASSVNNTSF
# Active calls of the source: *; ? = inconclusive; · = not tested or not shown; [ ] = remark or other dose.
SMILES,Fam108B inh,VLA-4 inh,MEX-5 binding,GRK2 inh,AGP1-GFP MLPCN,MCL1-BIM inh,Bcl-xL primary,CIT2 TOR yeast,GLD-1 TGE inh
O=C(CSc1nnc(CNC(=O)c2ccc(F)cc2)o1)NCCc1ccccc1,-2,3,0.4,3,101,2,5,97,8
CCS(=O)(=O)N1CCCC(C(=O)NCc2cccnc2)C1 (centres undefined),6,-15,-2.5,3,104,-4,0,101,-4
CCO[C@@H]1OC(C(=O)N2CCCCCCC2)=C[C@H](c2csc3ccccc23)[C@H]1CCCO,-2,7,0.9,2,86,9,4,95,8
CCOc1cc(C(=O)N(C)Cc2cc3cc(OC)ccc3[nH]c2=O)cc(OCC)c1OCC,-1,14,-0.9,0,107,-22,-13,103,7
Cc1ccc(C(C(=O)NC2CCCC2)N2CCCCC2)cc1 (centres undefined),1,32,2.2,3,100,-1,-1,85,0
COc1ccc(C(=O)Nc2ccc(Cl)c(S(=O)(=O)N3CCOCC3)c2)cc1,·,-12,·,0,104,·,·,105,3
CC(=O)c1cccc(NS(=O)(=O)c2cc3c(cc2C)N(C(C)=O)CCO3)c1,-2,24,-1.3,2,104,-1,0,99,8
CCn1c(CCC(N)=O)nnc1SCC(=O)c1cc(C)n(C2CC2)c1C,·,11,·,1,96,-5,-2,104,7
CCOc1ccc(CN2CCN(C(=O)c3ccccc3)CC2)cc1,3,3,-5.4,5,102,1,6,108,4
CCCC1C(c2ccc(OC)cc2)C(C#N)(C#N)C2(C#N)CC1(N)NC2=O (centres undefined),-2,-1,0.3,9,102,0,3,100,6
Cc1cc(SCC(=O)NCC(c2cccs2)N2CCOCC2)c(C)cc1Br (centres undefined),1,5,0.9,0,94,-4,2,94,1
CCN(C(=O)COC(=O)c1cc(S(=O)(=O)N2CCc3ccccc32)ccc1OC)C1CCS(=O)(=O)C1 (centres undefined),2,3,-0.6,0,104,-15,-7,103,4
CC(/C=C/c1ccccc1)=N\NC(=S)NC(C)C,0,30,-0.4,0,104,6,1,101,9
CCOC(=O)Cc1csc(NC(=O)c2cccc(OC)c2)n1,3,3,-4.3,0,92,1,-4,87,-5
COc1ccc(C(=O)COC(=O)CCN=C2NS(=O)(=O)c3ccccc32)c(OC)c1,-2,-7,1.4,3,107,1,1,103,0
COC(=O)C1=C(C)N(Cc2ccccc2)C(=NCc2ccco2)N[C@H]1c1cccc(F)c1,·,2,·,0,105,·,·,97,-3
COC(=O)c1ccccc1CSc1nsc(/C=C/N(C)C)c1C#N,3,-6,1.8,8,105,-42,-12,97,-3
CCn1ncc([N+](=O)[O-])c1C(=O)N1CCCC1,-1,2,-0.7,3,113,-3,2,105,7
COc1cccc(OC)c1Oc1ccc(C(F)(F)F)cn1,-5,8,1.5,0,116,8,6,92,0
Cc1cc(C(=O)O)ccc1-c1ccc(/C=C2\NC(=O)N(Cc3ccccc3Cl)C2=O)o1,3,-4,-11,31,96,29,8,94,-4

# Of the compounds above, 12 contain sulfur:
SMILES,Fam108B inh,VLA-4 inh,MEX-5 binding,GRK2 inh,AGP1-GFP MLPCN,MCL1-BIM inh,Bcl-xL primary,CIT2 TOR yeast,GLD-1 TGE inh
O=C(CSc1nnc(CNC(=O)c2ccc(F)cc2)o1)NCCc1ccccc1,-2,3,0.4,3,101,2,5,97,8
CCS(=O)(=O)N1CCCC(C(=O)NCc2cccnc2)C1 (centres undefined),6,-15,-2.5,3,104,-4,0,101,-4
CCO[C@@H]1OC(C(=O)N2CCCCCCC2)=C[C@H](c2csc3ccccc23)[C@H]1CCCO,-2,7,0.9,2,86,9,4,95,8
COc1ccc(C(=O)Nc2ccc(Cl)c(S(=O)(=O)N3CCOCC3)c2)cc1,·,-12,·,0,104,·,·,105,3
CC(=O)c1cccc(NS(=O)(=O)c2cc3c(cc2C)N(C(C)=O)CCO3)c1,-2,24,-1.3,2,104,-1,0,99,8
CCn1c(CCC(N)=O)nnc1SCC(=O)c1cc(C)n(C2CC2)c1C,·,11,·,1,96,-5,-2,104,7
Cc1cc(SCC(=O)NCC(c2cccs2)N2CCOCC2)c(C)cc1Br (centres undefined),1,5,0.9,0,94,-4,2,94,1
CCN(C(=O)COC(=O)c1cc(S(=O)(=O)N2CCc3ccccc32)ccc1OC)C1CCS(=O)(=O)C1 (centres undefined),2,3,-0.6,0,104,-15,-7,103,4
CC(/C=C/c1ccccc1)=N\NC(=S)NC(C)C,0,30,-0.4,0,104,6,1,101,9
CCOC(=O)Cc1csc(NC(=O)c2cccc(OC)c2)n1,3,3,-4.3,0,92,1,-4,87,-5
COc1ccc(C(=O)COC(=O)CCN=C2NS(=O)(=O)c3ccccc32)c(OC)c1,-2,-7,1.4,3,107,1,1,103,0
COC(=O)c1ccccc1CSc1nsc(/C=C/N(C)C)c1C#N,3,-6,1.8,8,105,-42,-12,97,-3

# (continued)
SMILES,Fam108B inh,VLA-4 inh,MEX-5 binding,GRK2 inh,AGP1-GFP MLPCN,MCL1-BIM inh,Bcl-xL primary,CIT2 TOR yeast,GLD-1 TGE inh
COc1ccc(Cl)cc1NC(=S)Nc1cccnc1,0,-9,0.1,9,104,8,10,97,0
COC(=O)c1scc(C)c1NC(=O)C1CCCCC1,2,-3,-0.4,1,94,2,1,95,0
O=c1c(-c2ccc(F)cc2)[n+]([O-])c2ccccc2n1OCc1ccccn1,0,13,0.0,2,97,0,3,·,-3
CCOCCOC(=O)C1=C(C)N(C)C(=O)NC1c1ccccc1F (centres undefined),3,2,-1.4,0,101,11,7,94,-1
Cc1ccc(S(=O)(=O)N2CCN(C(=O)CSc3nc4ccccc4o3)C2)cc1,-1,19,-2.4,0,100,0,1,96,-4
Cc1nn(-c2ccccc2)c(Cl)c1C(=O)NCC1CCCO1 (centres undefined),·,37,·,4,111,0,4,106,5
CCc1c(C)nc(SCC(=O)Nc2ccc(Br)cc2)[nH]c1=O,-4,28,-2.5,1,101,1,4,101,-1
C=CCn1c(COc2ccc(CC)cc2)nnc1SC/C(O)=C(\C#N)c1nc2ccccc2[nH]1,8,-17,-0.7,0,88,-11,-6,93,-2
NS(=O)(=O)c1ccc(NC(=O)/C(=C/c2ccncc2)NC(=O)c2ccccc2)cc1,1,4,3.2,1,93,1,7,92,3
O=C(CC1c2ccccc2Oc2ccccc21)Nc1ccccc1C(F)(F)F,-4,12,-1.0,0,101,-3,4,104,0
Cc1cc(C)nc(SC(C)C(=O)Nc2ccc(S(N)(=O)=O)cc2)n1 (centres undefined),4,3,-0.2,0,114,-3,5,110,1
Cc1cc(NC(=O)c2cc(-c3ccccc3C)nc3ccccc23)no1,5,-5,-0.9,0,14[may fluoresce violet],0,4,?,0
COc1cc(C2C(C#N)=C(N)N(N(C)C)C3=C2C(=O)CC(C)(C)C3)ccc1O (centres undefined),8,1,0.6,0,100,0,6,105,-3
CCOC(=O)/C(=N\Nc1cc(Cl)ccc1Cl)N1CCN(CC)CC1,3,3,-0.3,0,102,2,1,98,8
CN(C(=O)COC(=O)CCc1c[nH]c2ccccc12)C(c1ccccc1)c1ccccc1,3,-4,-1.2,4,101,1,9,99,4
O=C(CSc1nnc(NC(=O)C2CC2)s1)Nc1ccccc1Cl,1,-1,3.8,3,102,-2,4,111,-1
COc1cccc(C(=O)NCC(c2ccco2)N2CCOCC2)c1 (centres undefined),-1,-6,2.4,2,124,5,6,106,0
Nc1nonc1C(=O)N/N=C/c1cc2c(cc1Br)OCO2,-14,9,0.5,11,92,2,-1,98,1
O=C1OC(c2ccccc2)=C/C1=C/N1CCCCC1,-4,-2,-1.0,1,88,5,0,90,-2
CC(=O)Nc1c(Cl)cnn(-c2ccccc2)c1=O,0,18,0.8,0,105,-1,1,102,4
CC12CCC(=O)N1C(C(=O)NCCc1ccc(F)cc1)CS2 (centres undefined),1,10,-1.8,8,108,-4,2,103,-1
CC(=O)c1cccc(NC(=O)CSc2nc3ccccc3c(=O)n2CCCN2CCOCC2)c1,·,-4,·,5,107,·,·,103,3
COc1ccccc1CNC(=O)C(C)Sc1ccc(C)cc1 (centres undefined),5,-7,1.2,2,99,-3,4,107,-4
Cc1nn(C)c(C(=O)NNC(=S)NCC(C)C)c1Cl,1,4,-1.4,0,92,-1,0,108,4
CSc1ccc(/C=C(/Sc2nnc(-c3ccccc3)o2)C(=O)O)cc1,0,8,0.7,0,101,11,4,101,3
Cc1ncc([N+](=O)[O-])n1CC(=O)Nc1ccc(OC(F)(F)Cl)cc1,-4,2,3.3,2,100,9,7,102,0
COc1ccccc1OCC(=O)NCc1n[nH]c(=O)c2ccccc12,0,-6,1.0,0,107,-4,-1,98,1
COc1cccc(C(=O)NCC(=O)N/N=C/c2cccs2)c1,-1,5,-1.4,3,99,9,3,101,1
Cc1ccc(Nc2nc(N)c3ccccc3n2)cc1Cl,6,23,-1.3,1,99,-4,-3,106,0
O=C(COC(=O)Cc1ccsc1)Nc1ccc(Cl)cn1,·,6,·,3,110,4,1,85,4
O=[N+]([O-])c1cccc(/C=N/NC2=NCCCCC2)c1,-2,-1,-3.2,0,98,-8,-7,99,-7
Cc1ccccc1NC(=O)NC1(C(=O)N2CCN(C)CC2)CCCCC1,-2,6,0.4,0,?,5,4,?,-3
CCOc1cc(/C=C\c2[nH]c(=O)[nH]c(=O)c2[N+](=O)[O-])ccc1OC(C)CC (centres undefined),-2,10,-5.3,2,89,-2,2,93,-1
Cc1cc(=O)oc2cc(OCC(=O)NCc3cccnc3)ccc12,-2,1,0.3,4,98,-1,0,92,5
CCn1c2ccccc2c2cc(NC(=O)c3coc(=O)c(Br)c3)ccc21,4,-33,?,0,122,-31,-17,115,-13
C/C(=C/C(=O)NCc1ccccc1)C(=O)O,2,0,0.9,0,100,5,2,102,1
C[n+]1ccc(/C=N/Nc2nc(Cl)c(C#N)c(Cl)c2Cl)cc1,3,4,-0.9,0,99,0,3,101,-15
Cc1cc(N=CC2=C(O)CC(C)(C)CC2=O)no1,-2,5,2.2,2,100,3,-2,95,12
Cc1ccc2sc(-c3ccc(NC(=O)c4cc(-n5cnnc5)ccc4Cl)cc3)nc2c1,-33,-27,0.7,1,100,-23,-7,97,6
CC(NC(=O)CCn1ccc2cc(S(=O)(=O)N3CCCC3)ccc21)c1ccccc1 (centres undefined),-1,14,-0.4,2,101,4,1,110,-4
COc1ccc(C(CNC(=O)c2ccco2)N2CCCC2)cc1 (centres undefined),·,-7,·,0,104,-1,-1,93,2
CC(C)CC1NC(=O)N(CC(=O)Nc2ccc(-c3ccccc3)cc2)C1=O (centres undefined),·,25,·,0,99,-3,-2,96,0
Cc1cc(Nc2cccc(F)c2)n2ncnc2n1,-1,21,-1.0,1,99,1,3,98,-3
C=CCn1c(CSCc2ccc(Cl)cc2)nnc1SCC(=O)NCc1ccccc1,4,1,-0.4,6,88,1,-3,94,2
